RXFP1 ag – qHTS Assay for Agonists of the Relaxin Receptor RXFP1 | HEK293T-RXFP1 cAMP TR-FRET, 30 min; response scale: percent of porcine relaxin response, buffer zero | Potency, µM (highest dose often 57.5 µM), without a hit: at the highest dose activation, usual class: activators | 370,000 tested, 0.3% active; further: potency means the concentration at half of the fitted maximal effect; on the % scale 0 is the no-effect control and ±100 the full control effect; nearly all actives have a fitted effect of over 60% in size; many of its hits are not listed in these tables
Target sequence (Q9HBX9 whole entry, looked up): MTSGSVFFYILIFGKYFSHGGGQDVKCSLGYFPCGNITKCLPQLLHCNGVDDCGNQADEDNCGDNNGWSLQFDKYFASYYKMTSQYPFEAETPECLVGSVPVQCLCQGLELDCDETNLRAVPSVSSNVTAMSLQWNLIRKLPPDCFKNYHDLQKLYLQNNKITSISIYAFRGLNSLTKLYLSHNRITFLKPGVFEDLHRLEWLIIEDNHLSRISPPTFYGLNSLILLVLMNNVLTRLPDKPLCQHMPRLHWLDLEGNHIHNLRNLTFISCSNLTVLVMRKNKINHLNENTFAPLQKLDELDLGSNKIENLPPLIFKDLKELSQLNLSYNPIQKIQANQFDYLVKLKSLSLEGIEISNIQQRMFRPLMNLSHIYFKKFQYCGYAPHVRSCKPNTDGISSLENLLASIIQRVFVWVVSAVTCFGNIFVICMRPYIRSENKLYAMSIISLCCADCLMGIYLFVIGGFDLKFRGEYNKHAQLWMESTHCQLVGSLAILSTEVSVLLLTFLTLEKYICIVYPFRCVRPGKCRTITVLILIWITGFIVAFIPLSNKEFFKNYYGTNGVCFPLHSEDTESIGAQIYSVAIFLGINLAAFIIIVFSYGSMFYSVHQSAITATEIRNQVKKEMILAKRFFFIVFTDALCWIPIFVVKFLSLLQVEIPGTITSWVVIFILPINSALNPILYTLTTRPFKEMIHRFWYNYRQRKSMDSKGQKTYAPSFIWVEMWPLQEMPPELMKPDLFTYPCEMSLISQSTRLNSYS
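Agonist response is measured as cAMP accumulation in an RXFP1-transfected HEK293T line under PDE4 inhibition. Values are scaled between buffer-only and 29 nM porcine relaxin, and EC50s come from standard Hill equation fits.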
PI4K2A block – qHTS for small molecular inhibitors of PI4K2A | Phosphatidylinositol 4-kinase type 2-alpha (Homo sapiens), Q9BTU6 | activity change, negative = inhibition, % at 76.9 µM | purified PI4K2A, ADP-Glo luminescence, 1 h; stronger effect = lower value | 420,000 tested, 0.13% active; in the data active means activity change below about -50%; inconclusive means mostly about -30% to -49%;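 further: -100% = wells without enzyme as full effect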
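Compounds are screened against recombinant PI4K2A using PI as substrate and ATP, the latter dispensed at 300 microM. Reactions run one hour at ambient temperature before ADP-Glo detection; full inhibition defined by wells lacking enzyme.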
TrxR1 substrate – qHTS Assay for Substrates of Mammalian Selenoprotein Thioredoxin Reductase 1 (TrxR1): qHTS; Thioredoxin reductase 1, cytoplasmic (Rattus norvegicus), O89049; purified TrxR1 substrate turnover, NADPH consumption readout; Potency, µM (titrated, usually from 114 µM), for inactives: top-dose activity change, negative = substrate turnover; 390,000 tested, 0.01% active; AID 588456, 2011; further: potency means the concentration at half of the fitted maximal effect; on the % scale 0 is the no-effect control and ±100 the full control effect; nearly all actives have a fitted effect of over 50% in size
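Rat TrxR1, dispensed at 90 nM, was prereduced with 400 uM NADPH (final) for 5 min at ~22 deg C, then incubated with compound 15 min before 400 uM selenite. A first-read NADPH fluorescence drop versus no-compound background flagged substrates.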
LDHA inh – qHTS assay for inhibitors of human lactate dehydrogenase; L-lactate dehydrogenase A chain (Homo sapiens), P00338; purified LDHA, NADH/diaphorase-resazurin fluorescence; stronger effect = lower value; activity change, % (values are at about 110 or 230 µM); 480,000 tested, 0.15% active; AID 1347041, 2019; in the data active means activity change below about -30%; inconclusive means mostly about -25% to -30%;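 further: plate controls were DMSO wells for no effect and wells without enzyme for full effect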
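LDH5 2 nM; NADH 0.06 mM, pyruvate 0.2 mM; 200 mM Tris pH 7.4, EDTA, Tween-20; 5 min RT. Detection: diaphorase 0.133 mg/mL + resazurin 37 µM, fluorescence ex540/em590 at 0 and 20 min; normalized to enzyme-free and DMSO wells.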
GRP78 ERSR act – qHTS for Inducers of the Endoplasmic Reticulum Stress Response (ERSR) in Human Glioma: qHTS | AID 602332, 2012 | U87-MG GRP78 promoter luciferase reporter, 16 h | Potency, µM, for the others: at the highest dose activation, usual class: activators | 420,000 tested, 0.02% active; further: potency means the concentration at half of the fitted maximal effect; series mostly up to about 76 µM; % of control where 0% means no effect; nearly all actives have a fitted effect of over 35% in size
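Stably transfected U87-MG glioma cells carrying a GRP78-based luciferase sensor; 16 h compound incubation. Luminescence end-point read 10 min after Bright-Glo addition at room temperature.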
Vif-A3F inh – qHTS for Inhibitors of Vif-A3F Interactions: qHTS; HeLa A3F-eYFP + Vif (tagged APOBEC3F with the HIV-1 protein that degrades it), YFP fluorescence increase; Potency, µM (series often up to 46.1 µM), without a hit: top-dose activity, negative = active; 390,000 tested, 0.2% active; AID 602313, 2012; further: potency means the concentration at half of the fitted maximal effect; % of control where 0% means no effect; nearly all actives have a fitted effect of over 65% in size
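Fluorescence increase (Ex 488/Em 500-530) after overnight compound treatment at 37 deg C flags inhibition of Vif-driven A3F-eYFP loss in stable HeLa A3F-eYFP/Vif cells seeded overnight beforehand.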
IDH1 R132H inh – qHTS for Inhibitors of mutant isocitrate dehydrogenase 1 (IDH1): qHTS; IDH1-R132H enzyme, NADPH consumption, diaphorase/resazurin fluorescence; Potency, µM (top dose mostly 76.6 µM), for inactives: at the top dose activity change, negative = inhibition, most hits filed as inhibitors; 390,000 tested, 0.093% active; AID 602179, 2012; further: potency means the concentration at half of the fitted maximal effect; on the % scale 0 is the no-effect control and ±100 the full control effect; nearly all actives have a fitted effect of over 65% in size
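IDH1-R132H (0.5 ug/mL) preincubated 30 min with compound, then NADPH (0.016 mM) and alpha-KG (2 mM) added; 80 min at RT, pH 7.5. Remaining NADPH coupled via diaphorase/resazurin to fluorescence (540/590 nm); concentration-response curves normalized to no-enzyme control.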
USP1-UAF1 inh – Inhibitors of USP1/UAF1: Primary Screen | Ubiquitin carboxyl-terminal hydrolase 1 (Homo sapiens), O94782 | recombinant USP1/UAF1, Ub-Rhodamine cleavage fluorescence | Potency, µM (titrated, usually from 57.1 µM), for inactives: at the highest dose activity change, negative = inhibition, most hits filed as inhibitors | 390,000 tested, 0.23% active; further: potency means the concentration at half of the fitted maximal effect; on the % scale 0 is the no-effect control and ±100 the full control effect; nearly all actives have a fitted effect of over 60% in size; inactives centre near -12
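USP1/UAF1 complex (1 nM) preincubated 15 min at room temperature with compound, then Ub-Rho substrate (150 nM final) added. Kinetic fluorescence at 480/540 nm over 6 reads at 60 s intervals; 50 mM HEPES pH 7.8, 0.5 mM EDTA, 0.1 mg/ml BSA, 1 mM TCEP, 0.01% Tween-20.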
Vif-A3G inh – qHTS for Inhibitors of Vif-A3G Interactions: qHTS; DNA dC->dU-editing enzyme APOBEC-3G (Homo sapiens), Q9HC16; HeLa A3G-eYFP + Vif (tagged APOBEC3G with the HIV-1 protein that degrades it), YFP fluorescence, overnight; Potency, µM (highest dose often 46.1 µM), for inactives: at the highest dose activity, negative = active, actives largely listed as inhibitors; 410,000 tested, 0.076% active;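 further: potency means the concentration at half of the fitted maximal effect; on the % scale 0 is the no-effect control and ±100 the full control effect; nearly all actives have a fitted effect of over 60% in size; hits raise eYFP signal because A3G escapes Vif-driven loss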
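HeLa cells stably expressing Vif and C-terminally eYFP-tagged A3G, seeded overnight at 37 deg C, then exposed to compound by pintool overnight at 37 deg C. Rise in yellow fluorescence (Ex 488/Em 500-530, Acumen) marks blocked Vif-driven A3G degradation.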
Numbers without * were called inactive; ? = inconclusive; . = not tested or not shown; & = joins results of further samples; [ ] = remark or other dose. Unless noted, the call rests on the fitted dose curve; in most records, active means well fitted curve in the direction sought with a large enough effect; inconclusive means small, poorly fitted or top-dose-only effect, or another doubt; inactive means no such curve, though single readings can be large; an effect the other way counts as inactive or inconclusive.

Structure,RXFP1 ag,PI4K2A block,TrxR1 substrate,LDHA inh,GRP78 ERSR act,Vif-A3F inh,IDH1 R132H inh,USP1-UAF1 inh,Vif-A3G inh
CN1CCN(c2nc3ccccn3c(=O)c2C=C2C(=O)N(C)C(=O)N(C)C2=O)CC1,15%,-6,-17%,-4,-3%,-2%,1%,-9%,0%
COc1ccc(CCNCc2ccncc2)cc1,0.9%,21,-5%,-20,-2%,-13%,2%,5%,-2%
C[C@]1(O)CCC2C3CC[C@H]4C[C@@H](OC(=O)[C@@H](N)CCCCN)CC[C@]4(C)C3CC[C@@]21C (some centres not stated),.,3,.,-4,-4%,-16%,-8%,-12%,3%
Brc1ccccc1CNCCc1ccc2c(c1)OCO2,2.4%,1,-5%[57.1 µM],-12,0%,3%,8%,-8%,-4%
CN1CCN(CCC(C#N)(c2ccccc2)c2ccccc2)CC1,-0.3%,0,12%[57.1 µM],-2,-5%,3%,2%,-6%,-1%
Cn1cc(C(=O)N2CCCCC2)c2ccccc21,0.8%,2,-5%,0,-2%,?,5%,1%,1%
O=P1(N(CCCl)CCCl)NCCCO1 (configuration not stated),1.4%,0&-5&-2,12%[57.1 µM],-6,-3%&-3%&-5%&-4%,-3%,-4%,-24%,-4%
O=c1[nH]c(=S)n(-c2ccc(F)cc2)c(O)c1/C=N/N1CCOCC1,0.4%,4,-6%,0,-1%,5%,2%,-20%,0%
CN1CCC(N(C)c2ncnc3ccc(Br)cc23)CC1,14%,8,8%[57.1 µM],-4,-7%,-8%,4%,-6%,0%
CC(=O)O[C@H]1CCC2C3CC[C@H]4[C@@H](O)[C@H](O)CC[C@]4(C)C3CC[C@@]21C (some centres not stated),.,-7,1%,-6,-4%,-7%,3%,-4%,2%
CC1(C)CC(CCNCc2ccc3c(c2)OCO3)(Cc2ccccc2)CCO1 (configuration not stated),2.1%,2,6%[57.1 µM],-3,-1%,1%,11%,-20%,4%
COc1ccc(CN2C(=O)NC(=O)/C(=C\c3cc(OC)c(OC)c(OC)c3)C2=O)cc1,3.5%,?,7%[57.1 µM],-3,-2%,-14%,0%,-6%,1%
Cc1ccc(Cn2c(C)c3cnn(CC(=O)N4CCC5(CC4)OCCO5)c(=O)c3c2C)cc1,1.4%,5,5%,2,-1%,1%,12%,-3%,?
CC(C)N1C(=O)CCC1C(=O)N1CCC2(CC1)OCCO2 (configuration not stated),-1.3%,-2,4%,-4,-2%,2%,8%,-11%,5%
CCCCn1c(O)c(/C=N/NC(=O)c2ccncc2)c(=O)[nH]c1=S,2.0%,0,8%[2.29 µM],10,0%,?,4%,-23%,-6%
O=C1NC(=O)C(=CCc2ccccc2)C(=O)N1,.,-10,-6%,-8,-7%,-5%,-2%,-7%,0%
CCOC(=O)c1sc(=NC(=O)c2ccc(C)c(C)c2)n(C)c1C,1.8%,3,12%[57.1 µM],-6,12%,15%,-9%,?,6%
O=[N+]([O-])c1ccc(O)c([N+](=O)[O-])c1,.,-2,-12%,-8,0%&-6%,11%,0%,-20%,-2%
COc1ccccc1OCC(=O)Nc1ccc(Cl)cc1C(=O)c1ccccc1,0.9%,1,-2%,1,-2%,-9%,2%,-22%,2%
CCOC(=O)c1c(C)[nH]c(C(=O)C(Cc2ccccc2)N(C)C)c1C (configuration not stated),-2.1%,1,-11%,1,1%,-1%,1%,-6%,0%
Cc1cc(=O)oc2cc(OCC(=O)N3CCN(Cc4ccc5c(c4)OCO5)CC3)ccc12,-2.5%,6,4%,1,-2%,-20%,6%,-9%,-5%
COc1ccc(-n2nnnc2C(c2cccc3ccccc23)N2CCC(n3c(=O)[nH]c4ccccc43)CC2)cc1 (configuration not stated),.,-2,.,-9,-3%,.,.,.,-6%
COC(=O)C1=C(c2ccc(OC(F)(F)F)cc2)C[C@@H]2CC[C@H]1N2C(=O)NCCO,0.4%,0,9%,-2,-4%,-3%,-8%,?,1%
O=P1(NC2CCCC2)COc2ccccc2OC1,3.1%,-8,1%,-9,-7%,5%,15%,-6%,0%
COc1ccccc1CN1CCCCC1c1cccnc1 (configuration not stated),3.5%,-15,-3%,-5,-1%,-17%,2%,-9%,1%
CC(C)(C)C(=O)Cn1c(NCCCl)nc2ccccc21,0.7%,-17,10%,-7,-1%,3%,0%,-22%,2%
COc1ccc(CCNCc2ccccn2)cc1OC,0.7%,3,15%,5,-1%,-2%,1%,-1%,-2%
CCOCCCN=Cc1c(O)n(Cc2ccccc2)c(=O)[nH]c1=O,1.1%,-4,9%[57.1 µM],2,-7%,4%,2%,-15%,-1%
COC(=O)C1=C(c2cc3ccccc3s2)C[C@@H]2CC[C@H]1N2C(=O)N1CCC(O)CC1,.,0,5%[57.1 µM],-6,-3%,1%,0%,16%,1%
CC(C)CN1Cc2cc(-c3cccc(F)c3)ccc2-n2nncc2C1,.,0,.,6,0%,.,.,.,-9%
CCOC(=O)C1SC2(C(F)(F)F)CC1(O)c1c(C)cc(C)nc1O2 (configuration not stated),-0.2%,1,2%,2,-1%,-17%,3%,1%,4%
COc1ccc(C2=NS(=O)(=O)N(C)C(C(=O)N3CCC4(CC3)OCCO4)=C2)cc1OC,3.1%,-4,-14%,-3,6%,5%,-2%,-24%,-2%
CCCCc1nc2ccccc2c(=O)n1-c1ccc(O)cc1,1.3%,1,1%,0,-5%,2%,-1%,-22%,-5%
C=CC12CN(C)[C@@H]3C4CO[C@H](C[C@H]41)[C@]1(C(=O)Nc4ccccc41)[C@@H]32 (some centres not stated),.,0,5%,-1,-2%,7%,-5%,-4%,1%
N=C1c2ccccc2CN1c1ccc(F)c([N+](=O)[O-])c1,1.4%,2,3%,-6,-4%,8%,2%,-12%,0%
Cc1ccc2c(c1)C1CN(C)CCC1N2C(=O)Cc1cccs1 (configuration not stated),1.0%,1,12%,2,-4%,-7%,1%,-19%,2%
CC(C)Oc1cc(-n2c(=S)[nH]c3ccccc3c2=O)c(Cl)cc1Cl,0.4%,3,-19%,-5,-3%,0%,-10%,-13%,-27%
O=C(O)c1[nH]c(=O)[nH]c(=O)c1F,0.4%,-3,-1%,-8,-5%,-9%,-5%,-6%,0%
CN(C(=O)Cc1ccc2c(c1)OCO2)C1CCCN(Cc2ccccc2F)C1 (configuration not stated),.,-4,5%,-3,-2%,0%,-2%,-15%,0%
N#C/C(=C\c1ccc(O)cc1)C(=O)O (tested in a mixture with another compound),.,-3,-11%,-4,-3%,-1%,11%,8%,0%
C=C[C@@]12CN(C)[C@H]3[C@H]1[C@@]1(C(=O)Nc4ccccc41)C1CC2[C@@H]3CO1,0.4%,-1,2%,-8,-2%,4%,-2%,7%,-3%
CC12CN3CC(C)(CN(C1)C3c1cccs1)C2=O (configuration not stated),3.1%,2,-9%,-2&-5,-4%,-5%,9%,-5%,0%
c1ccc([C@@H]2CO2)cc1,.,3,-5%,-6,-3%,1%,6%,-13%,-3%
O=C(Nc1ccc2c(c1)OCCO2)c1cccn(Cc2cccc([N+](=O)[O-])c2)c1=O,-0.1%,5,3%[57.1 µM],-1,-1%,2%,6%,-29%,2%
O=P(OCC(F)(F)C(F)F)(N1CCOCC1)N1CCOCC1,-0.4%,-3,-3%[57.1 µM],-3,0%,-12%,5%,-14%,0%
COC(=O)C1=C(c2ccccc2OCc2ccccc2)C[C@@H]2CC[C@H]1N2C(=O)NCc1ccc(F)cc1,0.0%,1,-2%,-4,-6%,2%,-14%,-22%,-3%

Some of the entries above in another layout:
Below each SMILES – RXFP1 ag | PI4K2A block | TrxR1 substrate | LDHA inh | GRP78 ERSR act | Vif-A3F inh | IDH1 R132H inh | USP1-UAF1 inh | Vif-A3G inh
- COc1ccc(CCNCc2ccncc2)cc1
→ 0.9% | 21 | -5% | -20 | -2% | -13% | 2% | 5% | -2%
- C[C@]1(O)CCC2C3CC[C@H]4C[C@@H](OC(=O)[C@@H](N)CCCCN)CC[C@]4(C)C3CC[C@@]21C (some centres not stated)
→ . | 3 | . | -4 | -4% | -16% | -8% | -12% | 3%
- Brc1ccccc1CNCCc1ccc2c(c1)OCO2
→ 2.4% | 1 | -5%[57.1 µM] | -12 | 0% | 3% | 8% | -8% | -4%

This is a subset (hit frequency here may not be typical).
